Screening data from PubChem.
hIAP act: increases human intestinal alkaline phosphatase activity; P09923; purified human IAP, CDP-Star luminescence, 30 min; hits give high values; 1 = vehicle-only enzyme, 0 = enzyme-free background; hit rate 0.16% among 330,000; activation factor at 10 µM;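 active = activation factor of the enzyme at least 2-fold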; note: the source names both 10 and 20 µM as test concentration; values of inactives mirror those of a sister screen read the other way
ATG4B inh: inhibitors of human ATG4B cysteine protease; Q9Y4P1; ATG4B cleavage of LC3-PLA2, NBD-HPC fluorescence, 1 h; inhibition, % at 8.33 µM; hit rate 0.51% among 340,000; in the data active = inhibition above about 40%
Target sequence (Q9Y4P1 whole entry, looked up): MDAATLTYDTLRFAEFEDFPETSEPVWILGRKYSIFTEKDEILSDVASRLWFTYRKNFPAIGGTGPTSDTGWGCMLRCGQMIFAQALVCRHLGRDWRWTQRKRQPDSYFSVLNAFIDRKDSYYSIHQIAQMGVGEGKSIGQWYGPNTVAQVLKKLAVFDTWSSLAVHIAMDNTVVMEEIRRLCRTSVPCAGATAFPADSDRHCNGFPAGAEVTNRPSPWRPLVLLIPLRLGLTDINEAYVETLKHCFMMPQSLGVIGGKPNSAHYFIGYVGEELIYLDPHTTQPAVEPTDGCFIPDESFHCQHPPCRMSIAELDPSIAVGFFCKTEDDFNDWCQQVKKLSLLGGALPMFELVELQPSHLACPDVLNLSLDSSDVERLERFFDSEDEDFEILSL
MPTP inh: permeability transition pore inhibition; hit rate 1.4% among 360,000; inhibition, % at 10 µM; AID 602449; isolated mouse mitochondria, Ca2+ swelling absorbance, 30 min;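 active = inhibition of 50% or more, scaled per plate between neutral and stimulator controls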;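 note: 0% = DMSO wells given calcium and 100% = 1 mM EGTA wells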
SENP8 inh: SENP8 (human) protease inhibition. Q96LD8. recombinant SENP8, Nedd8 substrate fluorescence. inhibition, % at 20 µM. hit rate 0.64% among 360,000; in the data active = inhibition mostly above about 40%, no sharp cut-off; inactive = mostly below about 27%
Target sequence (Q96LD8 whole entry, looked up): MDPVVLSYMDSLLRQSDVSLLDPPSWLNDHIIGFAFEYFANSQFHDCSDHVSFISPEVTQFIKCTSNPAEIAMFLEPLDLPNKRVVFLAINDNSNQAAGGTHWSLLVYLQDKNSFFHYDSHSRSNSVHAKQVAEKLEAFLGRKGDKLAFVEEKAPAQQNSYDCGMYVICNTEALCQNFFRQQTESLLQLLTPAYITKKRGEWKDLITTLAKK
GRIN3A LBD mod: modulates the human NR3A ligand-binding domain | NR3A LBD differential scanning fluorimetry, Tm shift; 0% = protein alone, 100% = glycine-bound protein | Tm shift relative to glycine control, % at 25 µM | hit rate 2.5% among 340,000 | AID 1259313;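 active = melting temperature shift of at least 10% of the positive control shift, at one fixed dose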
SENP6 inh: SENP6 protease inhibition. Q9GZR1. hit rate 1.8% among 330,000. inhibition, % at 10 µM. Recombinant SENP6 catalytic domain, aminoluciferin luminescence;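 active = inhibition above about 50% at the single tested dose, limit read from the data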;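 note: plate controls were DMSO wells with enzyme for no effect and DMSO wells lacking enzyme for full effect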
SENP1 FRET inh: inhibitors of human SENP1 SUMO protease catalytic domain. Q9P0U3. recombinant SENP1 catalytic domain, CyPet-SUMO1-YPet FRET cleavage. inhibition, % at 10 µM. hit rate 0.21% among 360,000. AID 624204;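 active = inhibition at least 30% at 10 µM, raw YFP signal under a set limit, fluorescence ratio 0.5 to 1.5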;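 note: 0% = enzyme with DMSO and 100% = no enzyme wells; some results filed as inactive read as strong as hits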
Target sequence (Q9P0U3 419-644 limits assumed): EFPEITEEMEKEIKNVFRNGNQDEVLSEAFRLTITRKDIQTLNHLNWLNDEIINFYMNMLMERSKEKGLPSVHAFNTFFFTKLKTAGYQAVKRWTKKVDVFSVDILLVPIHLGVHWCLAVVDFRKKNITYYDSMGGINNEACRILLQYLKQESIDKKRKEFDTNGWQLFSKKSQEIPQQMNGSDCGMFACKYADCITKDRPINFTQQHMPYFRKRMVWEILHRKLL
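System: Recombinant human SENP1 catalytic domain, His6-tagged | Incubation: Enzyme reaction for 50 min at room temperature, dark | Medium: Tris pH 8 with BME, BSA, NP40 and catalase | Also added: 25 nM SUMO1 FRET substrate | Compound: 10 µM single point, 0.5% DMSO | Measured by: FRET fluorescence in CFP and YFP emission channels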
PfGluPho inh: PfG6PD (Plasmodium falciparum) enzyme inhibition. PfGluPho enzyme, NADPH resazurin-diaphorase fluorescence. hit rate 0.78% among 350,000. inhibition, % at 20 µM. AID 504690;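 active = inhibition reaching at least a set limit at 20 µM in the primary screen, cut at about 59% in these data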;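 note: 0% = DMSO wells with substrate and 100% = DMSO wells lacking glucose-6-phosphate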
Active calls of the source: *; . = not tested or not shown. The order is random. Share with any hit: about 6.7%.

cpd	smiles	hIAP act	ATG4B inh	MPTP inh	SENP8 inh	GRIN3A LBD mod	SENP6 inh	SENP1 FRET inh	PfGluPho inh
1	O=Cc1cn(-c2ccccc2)nc1-c1cc2cc(O)ccc2oc1=O	0.93	10	0.1	-277	-8	-13	-32	-21
2	Cc1ccc(C(NC(=O)N2CCOCC2)C(Cl)Cl)cc1F (stereo not drawn)	1	1	-0.2	13	1	-10	2	10
3	CSc1nsc(NC(=O)Nc2ccccc2)n1	1.1	0	85*	18	20*	46	-1	2
4	CCc1ccc(N/C(N)=N/c2nc(CSc3ncccn3)cc(=O)[nH]2)cc1	2*	-3	0.3	13	2	-13	1	1
5	COc1ccc(C(=O)N/C(=C\c2cc(OC)c(OC)cc2[N+](=O)[O-])C(=O)NCCO)cc1	1.1	-2	-0.9	12	-2	-30	1	10
6	O=C(Nc1ccc(N2CCN(C(=O)c3ccco3)CC2)cc1)c1ccc([N+](=O)[O-])cc1Cl	1	-2	-0.6	8	-2	-9	0	-2
7	O=C(Oc1ccccc1)c1cccc(COC(=O)c2cnccn2)c1	0.97	7	0.1	24	-3	-13	3	1
8	CC(/C=C/c1ccco1)=N/NC(=O)OC(C)(C)C	0.9	-9	1.0	0	-2	8	-2	14
9	COc1ccc2c(c1)c1ccccc1n2C	0.95	5	-0.1	-159	2	1	-1	9
10	COC(=O)/C(C#N)=C/c1c(N2CCN(C)CC2)nc2ccccn2c1=O	1.1	-2	-0.7	-6	-1	7	-84	-4

(next part)
cpd	smiles	hIAP act	ATG4B inh	MPTP inh	SENP8 inh	GRIN3A LBD mod	SENP6 inh	SENP1 FRET inh	PfGluPho inh
11	CC1=C(C(=O)Nc2ccccc2C)C(c2ccc(C)o2)N2C(=O)CSC2=N1 (stereo not drawn)	1.1	-47	0.1	8	-1	4	-14	14
12	O=C(COC(=O)CC1CC2CCC1C2)Nc1ccc(Cl)c(S(=O)(=O)N2CCOCC2)c1 (stereo not drawn)	0.99	-11	0.1	28	-2	-7	0	6
13	O=C(c1sccc1Br)N1CCN(Cc2ccc3c(c2)OCO3)CC1	1.1	4	2.2	27	-2	-14	1	-15
14	COc1cc(/C=C2/NC(=O)N(c3cccc(Cl)c3)C2=O)ccc1O	1.1	-1	-0.3	-395	-7	-4	-65	-16
15	CSc1nc(SCC(=O)O)c2sc3nc(-c4ccccc4)c4c(c3c2n1)CCC4	.	-1	3.6	-335	0	.	-1	-27
16	COCCCN(C(=O)c1cc2c(s1)CCC2)c1c(N)n(Cc2ccccc2)c(=O)[nH]c1=O	0.89	-5	1.3	-77	-2	-1	-18	-6
17	CC(C)C[C@H](NC(=O)c1[nH]cnc1C(=O)Nc1ccc(CNC(=O)OC(C)(C)C)cc1)C(=O)OCc1ccccc1	1.4	-6	-2.3	7	36*	-25	-1	24
18	CN(C)C(CNC(=O)c1cccc(S(=O)(=O)Nc2ccccc2Cl)c1)c1ccccc1 (stereo not drawn)	.	-3	0.1	-2	0	.	1	-6
19	O=C(NC1CC2CCC(C1)N2C(=O)NCc1ccccc1)C1CC1 (stereo not drawn)	0.95	-13	-0.4	3	-2	-9	0	-4
20	CC(C)Sc1nc2c(cnn2-c2ccc(Cl)cc2)c(=O)[nH]1	0.97	-3	1.2	4	1	-14	1	-10

Continued:
cpd	smiles	hIAP act	ATG4B inh	MPTP inh	SENP8 inh	GRIN3A LBD mod	SENP6 inh	SENP1 FRET inh	PfGluPho inh
21	O=C(COC(=O)c1n[nH]c2ccccc12)NCCc1ccccc1	1	1	0.0	-10	0	7	1	0
22	O=C(OCn1nnc2ccccc2c1=O)c1ccc2c(=O)n3c(nc2c1)CCC3	1	3	0.9	-8	0	-10	-7	-8
23	Cc1ccc(S(=O)(=O)/N=c2\ccc(Cl)cn2C(F)F)cc1	1.4	-5	1.0	-21	0	8	0	-6
24	COc1ccc(C(=O)C(CN2CCOCC2)c2ccccc2)cc1F (stereo not drawn)	.	-2	-1.5	26	2	.	1	-12
25	CC(=O)c1c(C)[nH]c(C(=O)NCCc2cccc(C)c2)c1C	1.1	7	1.9	22	0	0	2	-20
26	O=C(NCc1cc(Br)cc(Br)c1OC(=O)c1ccccc1[N+](=O)[O-])c1ccccc1	0.87	0	28	10	-8	-6	0	2
27	CCCCc1nc2cc(C(=O)N3CCCCC3CCNC(C)=O)ccc2o1 (stereo not drawn)	1.2	2	-1.4	0	-3	-2	0	-13
28	Cc1ccc(Cn2c(NC(=O)c3ccco3)nc3ccccc32)cc1	0.9	2	0.3	-164	-11	-4	0	21
29	O=c1ccnc(SCc2ccccc2Cl)[nH]1	0.95	0	0.3	12	1	-10	0	-41
30	CCOC(CCn1c(SCc2ccc([N+](=O)[O-])cc2)nc2ccccc2c1=O)OCC	0.99	16	-1.3	20	2	-19	0	7

(list continues)
cpd	smiles	hIAP act	ATG4B inh	MPTP inh	SENP8 inh	GRIN3A LBD mod	SENP6 inh	SENP1 FRET inh	PfGluPho inh
31	CCCCc1cc2c(cn1)=C(OC(=O)c1cnc3ccccc3n1)C(C)(OC(=O)CC)C(=O)C=2 (stereo not drawn)	0.95	-10	.	.	-33	2	.	40
32	CC(=O)Nc1ccc(S(=O)(=O)N(Cc2ccco2)CC2CCCO2)cc1 (stereo not drawn)	0.99	3	-3.1	35	2	-10	-3	6
33	Cc1cc(S(=O)(=O)N2CCN(CC(=O)NC(C)(C#N)C3CC3)CC2)ccc1Br (stereo not drawn)	0.96	-7	-2.1	2	0	-3	0	0
34	O=C(/C=C/c1ccco1)NCC(=O)N/N=C/c1ccccc1[N+](=O)[O-]	1.1	2	0.1	5	2	2	1	-4
35	CCOc1ccccc1C(=O)N[C@H](C(=O)OCC(=O)Nc1nnc(-c2ccccc2)o1)C(C)C	.	12	0.6	-34	-9	.	-3	-27
36	COc1ccc(NC(=O)[C@H](C)NC(=O)C2CCN(S(=O)(=O)c3ccc(C)cc3)CC2)cc1	1.4	-4	1.8	11	-1	30	0	-13
37	COc1ccc(-c2cn(CCC(=O)O)c(-c3ccncc3)n2)cc1	1.1	-1	2.0	-132	-1	-9	4	4
38	Cc1cc(-n2c(C)cc(C(=O)COc3cc(F)ccc3[N+](=O)[O-])c2C)no1	0.89	-3	4.7	7	2	8	0	-5
39	CC(=O)c1cccc(NC(=O)NCc2cccs2)c1	0.93	11	-0.2	8	1	-1	4	0
40	Cc1ccc(N2C(=O)C3C4C=CC(CC4)C3C2=O)cc1Cl (stereo not drawn)	1	0	0.7	10	1	15	1	-6

(further entries)
cpd	smiles	hIAP act	ATG4B inh	MPTP inh	SENP8 inh	GRIN3A LBD mod	SENP6 inh	SENP1 FRET inh	PfGluPho inh
41	O=C(OCCCN1CCOCC1)c1ccc(O)c(O)c1	0.97	-3	1.2	25	-1	-1	3	-22
42	C=CC#CC[N+]1(CC#Cc2ccccc2)CCOCC1	.	70*	-3.1	-12	-2	.	-7	72*
43	C[C@@H]1CN([C@@H](C)CO)C(=O)c2cccc(NS(C)(=O)=O)c2O[C@H]1CN(C)C(=O)Nc1ccc(F)cc1	0.98	.	1.1	2	1	-4	-1	7
44	CC(=O)c1ccc(-c2ccc(C(=O)N3CCCc4ccccc43)o2)cc1	0.82	-18	-1.5	-9	-2	-11	2	21
45	O=C(Cn1cc(C(F)(F)F)ccc1=O)N/N=C/c1ccc(F)cc1	0.94	2	0.6	9	-1	-6	1	-19
46	COc1ccccc1C(=O)NNC(=O)CCC(=O)NCc1ccccc1	1.4	1	0.5	12	12*	-9	0	1
47	O=C(COC(=O)c1ccc(NS(=O)(=O)c2cccs2)cc1O)NCc1ccccc1	1	6	1.2	1	-4	0	6	-34
48	COc1cc(C(CC(=O)Nc2cccc(C)n2)N2Cc3ccccc3C2=O)cc(OC)c1OC (stereo not drawn)	1.2	5	0.9	25	-2	0	-1	-14
49	O=C(NC(=S)Nc1ccc2[nH]c(=O)[nH]c2c1)c1cc(Br)ccc1Cl	1.1	-1	-1.2	10	-1	-16	-2	8
50	COc1cccc(C(C(=O)NC2CCCC2)N(Cc2ccco2)C(=O)c2ccco2)c1OC (stereo not drawn)	0.98	-9	-0.2	12	4	-8	2	-5

Next results
cpd	smiles	hIAP act	ATG4B inh	MPTP inh	SENP8 inh	GRIN3A LBD mod	SENP6 inh	SENP1 FRET inh	PfGluPho inh
51	C/C(=C\c1ccc(N)cc1)c1nc2ccccc2[nH]1	0.89	-2	0.1	-108	-6	-5	-1	-3
52	COc1ccc(CC(=O)N2CC3(C)CC2CC(C)(C)C3)cc1 (stereo not drawn)	0.84	-12	-2.1	4	.	-26	4	-2
53	CCCCNC(=O)CCn1nc(-c2ccccc2)ccc1=O	0.86	-11	-0.4	6	-2	-14	3	1
54	COc1ccc([N+](=O)[O-])cc1NC(=O)Cc1ccc(Cl)cc1	.	1	0.7	17	0	.	2	12
55	O=C(COC(=O)c1ccccn1)NCc1ccc(Cl)cc1Cl	1	13	0.0	0	3	-12	-1	4
56	CCOC(=O)c1[nH]c2ccc(OC)cc2c1NC(=O)c1ccccc1C(=O)O	0.99	3	0.9	-297	-2	-14	-7	14
57	O=C(c1ccc(-c2ccc(Cl)cc2Cl)o1)N1CCOCC1	1	-6	2.4	9	3	9	-1	11
58	COc1ccccc1-c1cc(C(F)(F)F)nc(N2CCN(c3ccc(F)cc3)CC2)n1	0.91	8	3.0	-2	0	20	2	25
59	Cc1ccc(NC(=O)CN2C(=S)NC(C)(C)CC2C)cc1Cl (stereo not drawn)	1.1	-10	0.7	21	0	-9	-1	27
60	CC(Oc1cccc(Cl)c1)C(=O)N1CCN(c2ncccn2)CC1 (stereo not drawn)	0.98	-13	-0.9	-41	1	11	4	16

Remaining list, next part:
cpd	smiles	hIAP act	ATG4B inh	MPTP inh	SENP8 inh	GRIN3A LBD mod	SENP6 inh	SENP1 FRET inh	PfGluPho inh
61	CC(C)c1ccc(CN(C(=O)c2cc3ccccc3oc2=O)C2CCS(=O)(=O)C2)cc1 (stereo not drawn)	0.86	-5	-2.0	2	8	-29	0	10
62	COc1ccc(CCNC(=O)CN2CCN(c3cccc(C(F)(F)F)c3)CC2)cc1	0.97	-9	4.0	14	3	-1	2	0
63	COc1ccc(OCC(=O)NCCCNC(=O)COc2ccc(OC)cc2)cc1	0.97	-3	-0.2	7	1	3	1	-2
64	CC1=C(C(=O)N(C)C)CC(CC(=O)NC2CC2)C(=O)N1Cc1ccccc1 (stereo not drawn)	.	.	-0.9	-3	.	.	2	0
65	NC(=O)C1CCN(C(=O)CSc2ccsc2[N+](=O)[O-])CC1	.	-11	1.6	20	-2	.	1	-12

3 of the compounds above, screen by screen.
[61] CC(C)c1ccc(CN(C(=O)c2cc3ccccc3oc2=O)C2CCS(=O)(=O)C2)cc1 (stereo not drawn)
[62] COc1ccc(CCNC(=O)CN2CCN(c3cccc(C(F)(F)F)c3)CC2)cc1
[63] COc1ccc(OCC(=O)NCCCNC(=O)COc2ccc(OC)cc2)cc1
Compound | 61 | 62 | 63
hIAP act | 0.86 | 0.97 | 0.97
ATG4B inh | -5 | -9 | -3
MPTP inh | -2.0 | 4.0 | -0.2
SENP8 inh | 2 | 14 | 7
GRIN3A LBD mod | 8 | 3 | 1
SENP6 inh | -29 | -1 | 3
SENP1 FRET inh | 0 | 2 | 1
PfGluPho inh | 10 | 0 | -2
